Bioassay records deposited in PubChem by several laboratories.
EP2 modulator: modulates human prostaglandin E2 receptor EP2 signaling | induction, % at 25 µM | EP2-expressing cells, cAMP HTRF FRET, PGE2 co-stimulation | AID 940 | P43116 | 260,000 compounds, 0.83% hits;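 active = compounds whose cAMP rise, as percent of the full-agonist control response, exceeds 60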;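 note: rat C6 glioma line stably carrying human EP2 under a CMV promoter; the protocol text gives 20 µM as final concentration; 100% = response of wells given 1 µM PGE2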
Target sequence (P43116 whole entry, looked up): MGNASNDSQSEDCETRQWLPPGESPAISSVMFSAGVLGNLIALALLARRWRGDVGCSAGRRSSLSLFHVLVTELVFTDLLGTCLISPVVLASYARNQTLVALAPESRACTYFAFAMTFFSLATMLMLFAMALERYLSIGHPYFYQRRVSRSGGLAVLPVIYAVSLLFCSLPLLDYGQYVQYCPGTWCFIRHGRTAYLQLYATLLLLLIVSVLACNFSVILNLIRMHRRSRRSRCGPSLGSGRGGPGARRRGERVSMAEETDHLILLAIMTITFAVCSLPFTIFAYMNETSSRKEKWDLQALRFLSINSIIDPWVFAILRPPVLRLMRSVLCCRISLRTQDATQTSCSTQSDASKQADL
NPY-Y1 PAM-ag: potentiates or activates human NPY-Y1 receptor | 220,000 compounds, 0.37% hits | NPY-Y1 expressing cells, potentiator/agonist activation | activation, % at 3.6 µM; in the data active = activation above about 33%, passing the limit was not always enough;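 note: cells stimulated with NPY at EC10 then isoproterenol at EC100; 0% = low agonist plus stimulus and 100% = saturating agonist plus stimulus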
CHOP inh: CHOP inhibition in unfolded protein response; inhibition, % at 10 µM; 220,000 compounds, 3.8% hits; AID 2732; CHO-K1 CHOP-promoter luciferase, tunicamycin-induced, 15-18 h;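 active = compounds that reduced the stress-induced luciferase reporter signal by more than about 70% of percent inhibition, limit read from the data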;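 note: 0% = tunicamycin plus vehicle and 100% = wells without tunicamycin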
S1P4 antagonist: human S1P4 receptor antagonism; inhibition, % at 4.98 µM; 220,000 compounds, 0.26% hits; O95977; AID 1510; S1P4-expressing cells, antagonist mode, reporter read-out; in the data active = inhibition above about 29%;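 note: 0% = wells stimulated with agonist and 100% = vehicle wells without agonist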
Target sequence (O95977 whole entry, looked up): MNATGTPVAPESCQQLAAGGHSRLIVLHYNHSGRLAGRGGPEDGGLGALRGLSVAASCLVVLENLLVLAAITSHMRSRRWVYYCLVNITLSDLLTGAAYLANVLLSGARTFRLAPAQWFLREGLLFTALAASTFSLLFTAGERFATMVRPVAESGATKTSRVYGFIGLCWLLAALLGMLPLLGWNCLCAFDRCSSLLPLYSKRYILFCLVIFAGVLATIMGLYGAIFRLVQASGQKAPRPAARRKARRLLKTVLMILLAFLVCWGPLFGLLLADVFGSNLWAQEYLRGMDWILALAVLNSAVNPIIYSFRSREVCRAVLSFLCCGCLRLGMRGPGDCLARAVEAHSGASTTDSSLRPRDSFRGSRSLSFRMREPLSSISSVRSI
NPY-Y1 antag: NPY-Y1 (human) receptor antagonism. inhibition, % at 3.6 µM. 200,000 compounds, 1% hits. P25929. HEK293-CNG Y1 cells, membrane potential fluorescence; NPY at EC95, then isoproterenol;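 active = inhibition above the campaign mean inhibition of all tested compounds plus 3 SD, cut at about 20% in these data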;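 note: 0% = DMSO wells given NPY plus isoproterenol and 100% = isoproterenol alone without NPY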
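System: HEK293 cells with Y1 receptor plus CNG channel / Probe or stimulus: NPY 25 nM then isoproterenol 1 µM plus Ro 20-1724 25 µM / Compound: one concentration, 3.6 µM, in 0.4% DMSO / Schedule: compound incubation 1 h at room temperature, readout 45 min post-stimulation / Measured by: membrane potential fluorescence / Read-out: % inhibition of NPY effect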
NPY-Y2 PAM-ag: human NPY-Y2 potentiation or agonism, primary screen; P49146; cells expressing NPY-Y2, potentiator/agonist read-out; activation, % at 3.6 µM; 220,000 compounds, 0.45% hits; AID 1359; in the data active = activation above about 27%;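 note: cells stimulated with NPY near EC25 plus isoproterenol at EC100; 0% = vehicle plus submaximal agonist and 100% = vehicle plus saturating agonist; some results beyond the cut were filed as inactive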
S1P4 agonist: agonists of human S1P4 receptor; 220,000 compounds, 0.35% hits; S1P4-expressing cell line, agonist reporter assay; activation, % at 4.98 µM; in the data active = activation above about 11%;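 note: 0% = DMSO vehicle and 100% = reference agonist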
zfTRPN1 agonist: agonists of zebrafish TRPN1 channel; activation, % at 3 µM; AID 1424; HEK293 zebrafish TRPN1-YFP, Fluo-8 calcium fluorescence; 100% = response to 87 µM carbachol; 220,000 compounds, 0.18% hits;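 active = activation above its plate's cutoff, the mean activation of test wells on that plate plus 3 SD, cut at about 19% in these data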;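 note: 0% = DMSO alone and 100% = 87 µM carbachol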
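Material: zebrafish TRPN1-YFP in HEK293 cells; Doses: single test compound dose, 3 µM nominal, 0.3% DMSO; Timing: dye loading 1 h at 37 °C, then 30 min room temperature; Technique: intracellular calcium fluorescence with Fluo-8; Benchmarks: high carbachol 87 µM, low DMSO alone.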
TRPML3 ag: agonists of human TRPML3 channel; HEK293 TRPML3-YFP, Fluo-8 calcium fluorescence; 100% = the carbachol control signal; activation, % at 3 µM; 220,000 compounds, 0.29% hits;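 active = activation above its plate's cutoff, the mean activation of the plate's test wells plus 3 SD, cut at about 12% in these data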;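 note: 0% = DMSO only wells and 100% = carbachol wells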
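system = HEK293 cells stably carrying human TRPML3-YFP | doses = one concentration, 3 µM nominal, 0.3% DMSO | timing = dye loading 1 h 37 °C then 30 min ambient, 125 s read | detection = Fluo-8 calcium dye fluorescence, ex 470-495, em 515-575 nm | benchmarks = high control carbachol 87 µM, low control DMSO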
Numbers without * were called inactive; / = no result given; & = joins results of further samples.

SMILES | EP2 modulator | NPY-Y1 PAM-ag | CHOP inh | S1P4 antagonist | NPY-Y1 antag | NPY-Y2 PAM-ag | S1P4 agonist | zfTRPN1 agonist | TRPML3 ag
O=C(CSc1nnc(-c2ccncc2)n1Cc1ccco1)Nc1cccc(O)c1 | 26.8 | 9.5 | -19.0 | -7.0 | 5.0 | -9.3 | 0.3 | 1.2 | 0.0
S=c1[nH]nc(CSCc2ccccc2Cl)n1-c1ccccc1 | 7.1 | -1.2 | 5.8 | -5.0 | 7.4 | 2.0 | -0.1 | -0.4 | -0.7
O=C(CCl)Nc1cc(S(=O)(=O)N2CCOCC2)ccc1N1CCOCC1 | 19.9 | 8.0 | 1.9 | -15.0 | 3.2 | -1.4 | 1.2 | 1.9 | 1.2
O=C(NCC1CCCO1)C1CC(c2ccc(Cl)c(Cl)c2)=NO1 (stereo not given) | -24.5&-93.2 | -14.7 | 10.8 | 2.5 | 3.5 | -27.3 | 1.5 | 0.3 | 0.0
CC(C)(C)C(=O)N1CCN(c2ccc(Cl)cc2[N+](=O)[O-])CC1 | 19.7 | 4.7 | 8.1 | -8.4 | -2.0 | 22.6 | -0.9 | 0.8 | -0.1
COc1ccccc1N1CCN(C2CCCC(C)C2)CC1 (stereo not given) | 13.8 | -16.2 | 10.4 | -33.3 | 7.5 | 8.0 | 0.3 | -1.2 | 0.2
CCOc1ccccc1-n1c(SCC(=O)N2CCOCC2)nnc1-c1ccccn1 | -2.3 | 13.5 | -30.9 | -21.6 | -5.7 | 13.2 | -1.7 | -0.4 | -0.2
COc1cc2c(cc1NC(=O)CSc1nccn1C)oc1ccccc12 | 8.4 | -17.8 | -3.4 | -11.1 | -1.0 | -3.0 | -0.6 | 0.5 | -0.7
O=C(c1cc(-c2ccc(F)cc2)on1)N1CCCC1 | 27.7 | 24.2 | -16.2 | 0.8 | 1.4 | -9.4 | 1.2 | -0.7 | 0.3
CCc1ccc(-c2ccc(SCc3ccccn3)nn2)cc1 | 17.8 | 2.1 | -36.9 | -14.8 | 1.2 | -0.8 | -0.9 | 1.2 | 0.7
C=CCN=C1NN=C(c2cc(C)n(CC=C)c2C)CS1 | -27.3 | -1.5 | 92.7* | -8.0 | 4.5 | 1.8 | -0.7 | 0.9 | 0.5
Cc1cc(-c2ccccc2C(=O)NC2CCCCC2)on1 | 14.8 | 0.9 | 13.9 | -2.2 | / | -1.5 | 0.2 | 0.1 | -0.1

One compound at a time (already shown). Order of screens: EP2 modulator, NPY-Y1 PAM-ag, CHOP inh, S1P4 antagonist, NPY-Y1 antag, NPY-Y2 PAM-ag, S1P4 agonist, zfTRPN1 agonist, TRPML3 ag
Profile of S=c1[nH]nc(CSCc2ccccc2Cl)n1-c1ccccc1 = 7.1, -1.2, 5.8, -5.0, 7.4, 2.0, -0.1, -0.4, -0.7
Profile of O=C(CCl)Nc1cc(S(=O)(=O)N2CCOCC2)ccc1N1CCOCC1 = 19.9, 8.0, 1.9, -15.0, 3.2, -1.4, 1.2, 1.9, 1.2
Profile of O=C(c1cc(-c2ccc(F)cc2)on1)N1CCCC1 = 27.7, 24.2, -16.2, 0.8, 1.4, -9.4, 1.2, -0.7, 0.3

(cont.)
SMILES | EP2 modulator | NPY-Y1 PAM-ag | CHOP inh | S1P4 antagonist | NPY-Y1 antag | NPY-Y2 PAM-ag | S1P4 agonist | zfTRPN1 agonist | TRPML3 ag
Cc1ccc(S(=O)(=O)Nc2cccnc2)cc1 | 2.4 | -7.1 | 21.3 | -13.6 | -3.7 | 6.9 | -0.9 | 0.1 | -0.2
O=[N+]([O-])c1ccc2[nH]c3nc4ccccc4nc3c2c1 | -18.6 | 17.9 | 22.7 | 11.7 | / | -13.6 | -1.0 | -0.5 | 0.3
OC(C#CCN1CCCCC1)c1ccccc1 (stereo not given) | -4.5 | -1.8 | 62.1 | -16.5 | 0.1 | 7.6 | -0.6 | 1.9 | 0.9
N#CC1=C(N)N(c2ccccc2)C(=O)C1 | -13.0 | -16.5 | -1.4 | 1.2 | 1.4 | -0.5 | -2.0 | -0.4 | 0.8
O=C(CSc1nnc2scc(-c3ccccc3)n12)N1CCN(Cc2ccccc2)CC1 | 7.1 | 17.5 | -10.8 | -15.0 | -3.2 | 7.5 | 0.7 | -0.8 | 1.2
O=C(Nc1ccc(Nc2ccccc2)cc1)C(Cl)(Cl)Cl | -74.7 | -0.6 | 30.0 | -12.3 | -8.0 | 5.7 | 0.7 | 3.5 | 1.7
CN(C)C(=O)CNc1n[nH]c(=S)[nH]c1=O | -4.0 | 4.2 | 1.4 | 13.7 | / | -5.6 | -2.5 | 0.6 | 0.4
CCCCCOC(=O)Cn1c(=O)oc2ccc(C)cc21 | 22.2 | 6.4 | 28.6 | -12.0 | 5.0 | 0.4 | 1.1 | -1.7 | -0.7
CCOC(=O)c1sc(NC(=O)COC(=O)Cn2cnc3ccccc32)c(C(=O)OCC)c1C | -5.0 | 8.2 | 25.5 | -5.4 | 1.1 | 15.7 | 0.2 | -1.0 | 0.8
COC(=O)c1c(NC(=O)CSc2nnc(CNc3ccc(Cl)cc3)o2)sc(C)c1C | -41.8&-13.2 | 0.6 | 42.7 | 12.6 | 9.6 | -5.6 | -1.9 | 0.3 | 1.0
CCOc1ccc2[nH]c(=O)c(C(c3nnnn3Cc3ccco3)N3CCC(C)CC3)cc2c1 (stereo not given) | 40.0&33.4 | -0.2 | 15.4 | -30.4 | 4.3 | 2.3 | 0.5 | -0.7 | -0.2
COc1cccc(NC(=O)Cc2nnc(SCCOc3ccccc3)n2C)c1 | -17.2 | -3.2 | 51.3 | -17.5 | -1.3 | -1.8 | 0.1 | -1.1 | 0.7
COCCn1c(C)cc(C(=O)COC(=O)c2ccccc2Br)c1C | -24.1 | 4.2 | 67.0 | -26.4 | 10.9 | 3.5 | 0.7 | -0.3 | 0.4
O=C(CN(Cc1ccco1)C(=O)CNS(=O)(=O)c1ccc(F)cc1)NCc1ccc(F)cc1 | 5.6 | -12.2 | -20.8 | 0.6 | -1.5 | 11.2 | 0.9 | -0.6 | -0.1
COc1cccc(CC2(CO)CCN(Cc3ccc(NC(C)=O)cc3)CC2)c1 | 19.3 | -11.3 | -0.6 | -14.4 | 4.1 | -9.7 | 0.2 | 1.7 | 0.1
O=C(COC(=O)c1ccc(Cl)c(S(=O)(=O)N2CCCCCC2)c1)Nc1ccccc1 | -10.7 | -14.2 | 24.4 | -1.3 | 4.6 | -15.8 | 1.3 | 0.1 | 1.6
O=C(CN(Cc1ccccc1)S(=O)(=O)c1ccccc1)N/N=C/c1ccccc1C(=O)O | 25.6 | -7.1 | 7.2 | -10.9 | 1.8 | -2.2 | 0.0 | 0.3 | 0.3
COc1cc(N=c2c([N+](=O)[O-])nn(-c3ccc4c(c3)OCCO4)n2O)cc(OC)c1 | -2.2 | 0.3 | 64.4 | -27.1 | -3.5 | 5.8 | 1.4 | -1.3 | -0.7
CCCN1CNC(=S)N(CCc2ccccc2)C1 | 9.0 | 9.2 | 1.6 | -0.2 | -3.0 | 8.4 | 0.5 | -0.4 | 0.3
Cc1cc(NC(=O)CSc2nc(-c3cccs3)cc(C(F)(F)F)n2)no1 | -10.0 | -1.4 | / | -11.4 | 6.6 | -1.5 | -3.1 | -0.2 | 0.2
Cc1cc(/C=C2\SC(=O)N(CC(=O)Nc3ccccc3F)C2=O)c(C)n1C | 28.3 | 3.0 | 84.9* | -2.8 | 5.1 | 5.9 | 1.4 | -1.9 | 0.4
CCCCCCn1c(C(C)NC(=O)c2ccco2)nc2ccccc21 (stereo not given) | 29.6 | 2.9 | -8.3 | -18.1 | -2.8 | 15.5 | 0.1 | -1.7 | -0.5
COc1ccc(CCNC(=S)Nc2cc(C)cc(C)c2)cc1 | -18.2 | -13.8 | 13.8 | 0.1 | 1.8 | -15.8 | 0.8 | -2.0 | -0.6
COc1nc(-c2ccc(Cl)cc2)ccc1-c1noc(-c2ccco2)n1 | 3.3 | -9.4 | -3.0 | 4.4 | 2.0 | 11.0 | -0.8 | 0.5 | 1.2
CCCCNC(=O)CSc1nc2ccccc2c(=O)n1C1CCCC1 | -6.2 | 3.1 | 31.8 | 8.2 | 17.9 | -16.8 | 0.7 | -2.4 | -1.3
CS(=O)(=O)N1CCN(C(=S)NCc2ccc(F)cc2)CC1 | -4.5 | -3.8 | 10.7 | -19.2 | 2.6 | -3.9 | 0.4 | -0.1 | 0.6
COC(=O)c1cnc(NNC(=O)c2ccc([N+](=O)[O-])cc2)nc1C(F)(F)F | -31.1 | -11.6 | 0.0 | 8.4 | / | -5.4 | 0.8 | 1.5 | 1.0
CC1CC1C(=O)OCC(=O)NC(=O)NCc1ccco1 (stereo not given) | -13.4 | -3.4 | -13.9 | 14.7 | -2.2 | -14.9 | -1.1 | 0.6 | 0.8
O=C(CSCc1ccc(Br)cc1)Nc1ccc(S(=O)(=O)N2CCOCC2)cc1 | -30.7 | 17.5 | 24.0 | -5.7 | -5.9 | 0.6 | 0.9 | 0.9 | 1.9
CCOC(=O)c1c(-c2ccccc2)csc1NC(=O)c1ccc(N2C(=O)CCC2=O)cc1 | 47.7 | -0.6 | 45.4 | 0.9 | -1.2 | -3.6 | 0.0 | 2.5 | 1.2
COc1ccc(CNc2nc3ccccc3n2CCN2CCOCC2)cc1 | 13.6 | -21.9 | 46.4 | -15.1 | -1.8 | -10.0 | -1.4 | -0.4 | -0.3
Cc1ccc2c(c1)c1c(n2C)C(C(N)=O)CCC1 (stereo not given) | -24.2 | -18.1 | 7.0 | 8.7 | -4.4 | 0.2 | -2.9 | -0.1 | -0.5
Brc1ccc(-c2nc(-c3cccnc3)no2)o1 | -24.8 | -10.8 | -16.1 | 14.2 | -4.5 | 12.1 | -0.9 | -1.8 | 0.4
O=C1Cc2ccccc2C(c2ccccc2)N1 (stereo not given) | 18.4 | -3.3 | 23.5 | 4.9 | -1.5 | -12.2 | -0.5 | 0.2 | 0.4
CCOc1ccc(C(=O)CC(=O)C(=O)NCCc2ccc(OC)c(OC)c2)cc1 | 1.1 | -3.9 | 24.7 | -22.2 | 3.5 | -3.9 | 0.2 | 2.9 | 1.1
CCCn1cc(SCC(=O)NCC2CCCO2)c2ccccc21 (stereo not given) | -29.0 | 13.4 | 21.3 | -12.0 | 5.2 | -4.9 | 5.7 | -0.8 | -0.5
COCC1CCCN(Cc2cn(Cc3ccccc3)nc2-c2cc3ccccc3o2)C1 (stereo not given) | -1.7 | -5.7 | 32.8 | 1.4 | 11.2 | -22.1 | 0.4 | 0.1 | 0.5
Cc1ccc(NC(=O)c2ccc(Cl)cc2Cl)cc1O | -44.7 | 8.0 | -9.5 | 8.4 | / | -16.2 | 0.6 | 2.2 | 1.0
CCOC(=O)c1ccc(NC(=S)Nc2cccc(N)n2)cc1 | -38.7 | -23.8 | -11.9 | -5.4 | / | -16.1 | -0.7 | -1.1 | -0.4
O=C(Cc1cccs1)N1CCN(c2ccccn2)CC1 | -21.0 | 17.3 | 12.3 | -8.0 | 0.7 | 0.2 | 1.0 | 0.8 | 0.4
